# Source: PubChem
# ALOX12 inh: blocks human arachidonate 12S-lipoxygenase. 580,000 tested, 1.1% active. P18054. purified 12hLO, xylenol orange hydroperoxide absorbance. Potency, µM (series often up to 108 µM), inactives show at the highest dose activity change, negative = inhibition, hits mostly inhibitors; active = well fitted inhibition curve with a large enough effect; inconclusive = small, poorly fitted or top-dose-only effect, or another doubt; inactive = no such curve, though single readings can be large or run the other way; also: potency is read from the fitted curve at half-maximal effect
# Target sequence (P18054 whole entry, looked up): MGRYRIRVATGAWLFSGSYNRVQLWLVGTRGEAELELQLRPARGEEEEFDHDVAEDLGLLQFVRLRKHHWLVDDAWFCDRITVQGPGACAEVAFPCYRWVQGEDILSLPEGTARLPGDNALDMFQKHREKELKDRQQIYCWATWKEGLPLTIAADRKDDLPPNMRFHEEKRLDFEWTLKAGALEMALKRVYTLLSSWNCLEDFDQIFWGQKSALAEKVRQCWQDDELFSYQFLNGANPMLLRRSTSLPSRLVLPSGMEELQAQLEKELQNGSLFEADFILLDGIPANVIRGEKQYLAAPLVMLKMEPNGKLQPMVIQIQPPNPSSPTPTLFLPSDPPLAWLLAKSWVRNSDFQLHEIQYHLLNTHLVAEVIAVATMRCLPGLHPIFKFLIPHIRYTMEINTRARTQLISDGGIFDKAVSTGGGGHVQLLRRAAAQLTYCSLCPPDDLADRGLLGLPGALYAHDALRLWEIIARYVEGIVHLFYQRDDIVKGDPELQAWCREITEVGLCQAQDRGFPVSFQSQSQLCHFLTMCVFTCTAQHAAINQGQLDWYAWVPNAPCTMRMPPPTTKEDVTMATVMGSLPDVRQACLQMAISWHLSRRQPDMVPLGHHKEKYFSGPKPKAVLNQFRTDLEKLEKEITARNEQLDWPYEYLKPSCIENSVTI
#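 Purified human 12hLO (150 nM final) in 25 mM Hepes, 0.01% Triton X-100, pH 7.0 was preincubated 15 min at room temperature with compound. Then 40 uM arachidonic acid was added, 30 min. Hydroperoxide was read by Fe-XO absorbance ratio 573/405 nm.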
# LDHA block: inhibitors of human lactate dehydrogenase A; purified LDHA, NADH/diaphorase-resazurin fluorescence; active compounds read low; activity change, % (values are at about 110 or 230 µM); 480,000 tested, 0.15% active; in the data active = activity change below about -30%; inconclusive = mostly about -25% to -30%;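 also: plate controls were DMSO wells for no effect and wells without enzyme for full effect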
#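 Human LDH5 (2 nM) was incubated with 0.06 mM NADH and 0.2 mM pyruvate for 5 min at room temperature in Tris pH 7.4. Remaining NADH was coupled through diaphorase/resazurin, and resorufin fluorescence was read at 0 and 20 min.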
# Numbers without * were called inactive; ? = inconclusive; [ ] = remark or other dose. Unless noted, % is scaled to controls: 0 for no effect and ±100 for the full control effect. These rows are one share of the data (hit frequency here may not be typical).
ALOX12 inh,LDHA block,Structure
18.6%,-0.3,Cc1ccc(-c2cc(C(=O)OCC(=O)NCC3CCCO3)c3ccccc3n2)o1 (configuration not stated)
33.3%[activator],-15.5,COc1cccc(NC(=O)N2CCC(N(C)CCC(C)C)CC2)c1
-16.2%,-2.2,CCC(=O)N1CCC1(C)C(=O)Nc1ccc2c(c1)OCO2 (configuration not stated)
-5.9%,4.1,CC(=O)Nc1ccc(CNC2CCC(C)CC2)cc1 (configuration not stated)
-3.1%,7.7,Cc1cc(C)c(-c2csc(NC(=O)Cn3cnc4c3c(=O)n(C)c(=O)n4C)n2)c(C)c1
-0.1%,-0.9,COc1nc2cc(C)ccc2cc1-c1noc(-c2cccs2)n1
?,1.5,CN1CCN(C(C(=O)O)c2c[nH]c3cc(OCc4ccccc4)ccc23)CC1 (configuration not stated)
-3.3%,-3.5,CC(=O)Nc1cncc(-c2ccccc2C(C)=O)n1
-6.1%,8.5,Cc1ccc(-c2nonc2NC(=O)COc2cccc(C)c2)cc1
-12.4%,2.5,Cc1cc(OCC(=O)OCC(=O)c2ccc(-c3ccccc3)cc2)ccc1Cl
4.5%,4.9,COc1ccc(CNC(=O)Cc2c(C)c3ccc(OC)c(OC)c3oc2=O)cc1OC
-3.2%,3.0,Cc1ccc2nsnc2c1NC(=O)COc1ccc(C(C)(C)C)cc1
-2.0%,5.3,COc1ccc(Oc2c(C)oc3cc(OCC(=O)c4ccc(OC)cc4)ccc3c2=O)cc1
11.3%,5.6,CCOC(=O)CC1(CCc2ccccc2)Oc2ccccc2N1S(=O)(=O)c1ccc(C)cc1 (configuration not stated)
12.9%,3.7,O=C(CCNS(=O)(=O)c1ccc2c(c1)CCN2C(=O)C1CC1)Nc1ccc(F)c(Cl)c1

# Among those listed so far, these have an aryl methoxy group.
ALOX12 inh,LDHA block,Structure
33.3%[activator],-15.5,COc1cccc(NC(=O)N2CCC(N(C)CCC(C)C)CC2)c1
-0.1%,-0.9,COc1nc2cc(C)ccc2cc1-c1noc(-c2cccs2)n1
4.5%,4.9,COc1ccc(CNC(=O)Cc2c(C)c3ccc(OC)c(OC)c3oc2=O)cc1OC
-2.0%,5.3,COc1ccc(Oc2c(C)oc3cc(OCC(=O)c4ccc(OC)cc4)ccc3c2=O)cc1

# Later entries
ALOX12 inh,LDHA block,Structure
-29.0%,-3.4,O=C(C[C@@H]1CC[C@@H](NC(=O)Nc2cccc(F)c2)[C@@H](CO)O1)NCC1CCCCC1
-11.7%,-8.9,CCS(=O)(=O)NC(=O)C1(C)CCN1C(=O)C1(c2ccc(Cl)cc2)CC1 (configuration not stated)
?,9.6,CCSC1=N/C(=C\c2ccc(OC)c(C)c2)C(=O)S1
-4.9%,-4.6,Cc1cccc(CN2CCN(c3nc4c(c(=O)[nH]c(=O)n4C)n3Cc3cccc(C)c3)CC2)c1
?,5.7,Cc1ccc(N2CCN(C(=O)CCNS(=O)(=O)c3ccc4[nH]c(=O)ccc4c3)CC2)c(C)c1
?,13.2,CCn1cnc2c1c(=O)n(CC(=O)Nc1ccccc1N1CCCC1)c(=O)n2Cc1ccccc1
8.0%,-0.5,CC(=O)c1cc(C)ccc1OC(=O)c1ccc(Cl)cc1
18.7%,-7.0,O=C(CCc1ncc(-c2ccccc2F)o1)Nc1ccc(Cl)cc1F
1.5%,-6.9,COc1ccc(COCC(O)CN(C)Cc2ccc(OC)c(OC)c2OC)cc1 (configuration not stated)
?,-1.4,CCCn1c(SCC(=O)Nc2nncs2)nnc1C1CC1
?,-4.5,Cc1cc(C(=O)N2CCC2(C)C(=O)NS(=O)(=O)c2ccc(F)cc2F)nn1C (configuration not stated)
?,71.1,CCNC(=O)CN(CC)C(=O)c1cc2c(OC)cc(OC)c(OC)c2[nH]1
-25.3%,11.3,CC(C)c1ccc(CNC(=O)c2cccc(C(=O)NCc3ccc(C(C)C)cc3)c2)cc1
-7.6%,-7.1,CCC(CC)CN1CCC(CN2C(=O)C(=O)NC[C@@H]2CC(C)C)CC1
10.8%,2.0,O=C(Nc1ccc2oc(C3CC3)nc2c1)c1cc[n+]([O-])cc1

# 6 compounds drawn at random from the list so far, as already listed:
ALOX12 inh,LDHA block,Structure
?,5.7,Cc1ccc(N2CCN(C(=O)CCNS(=O)(=O)c3ccc4[nH]c(=O)ccc4c3)CC2)c(C)c1
?,71.1,CCNC(=O)CN(CC)C(=O)c1cc2c(OC)cc(OC)c(OC)c2[nH]1
10.8%,2.0,O=C(Nc1ccc2oc(C3CC3)nc2c1)c1cc[n+]([O-])cc1
?,-1.4,CCCn1c(SCC(=O)Nc2nncs2)nnc1C1CC1
-25.3%,11.3,CC(C)c1ccc(CNC(=O)c2cccc(C(=O)NCc3ccc(C(C)C)cc3)c2)cc1
?,9.6,CCSC1=N/C(=C\c2ccc(OC)c(C)c2)C(=O)S1

# More records follow:
ALOX12 inh,LDHA block,Structure
-19.7%,4.2,Cc1c(CCNC(=O)c2ccc3c(c2)OCO3)sc2nc(-c3ccc(F)cc3)nn12
-3.9%,6.0,COCCNc1oc(-c2ccccc2C)nc1C#N
?,6.7,COc1ccc(C2C(C#N)=C(N)N(c3ccc(C)cc3)C3=C2C(=O)CCC3)cc1 (configuration not stated)
?,-2.3,CC(C)N1CC(=O)N2CSCC2C1=O (configuration not stated)
-15.1%,1.6,Cn1c(=O)c2c(nc(N3CCCC3)n2CCc2ccccc2)n(C)c1=O
-4.2%,-9.1,CCCNC(=O)C1(C)CCN(C(=O)c2sccc2C)C1 (configuration not stated)
-27.8%,1.9,CCN(CC)c1ccc(NS(=O)(=O)c2ccc(C(C)C)cc2)cc1C(=O)O
12.4%,8.7,O=C(Nc1nc2ccccc2s1)NC1CC(=O)N(c2cccc(F)c2)C1 (configuration not stated)
?,1.1,O=S(=O)(c1ccc(F)cc1)N1CCn2cccc2C1c1ccccc1F (configuration not stated)
9.1%,6.0,O=C(NC1C2CC3CC(C2)CC1C3)c1cccc(Cl)c1 (configuration not stated)
-1.7%,1.1,Nc1nn(Cc2ccc(F)cc2)cc1Br
?,-4.1,c1ccc(Nc2nc(NCc3ccco3)nc3c2cnn3-c2ccccc2)cc1
?,1.3,Cc1ccc(CNC(=O)[C@H](C)NC(=O)[C@@H]2Cc3ccccc3CN2)cc1
?,12.0,CN1CCN(C(=O)CN2CCN(C(C(=O)O)c3cn(CC(=O)O)c4cc(Cl)ccc34)CC2)CC1 (configuration not stated)
41.9%[activator],2.1,Cc1ccc(C(O)CNC(=O)c2ccccc2)cc1 (configuration not stated)
6.8%,-6.3,c1ccc(NC2(c3nnnn3-c3ccccc3)CCCC2)cc1
-26.3%,4.7,O=C(COC(=O)Cc1ccc(Cl)c(Cl)c1)NCc1ccc(F)cc1
?,5.9,O=C(c1cc(=O)c2cc(Cl)cc(Cl)c2o1)N1CCN(Cc2ccccc2)CC1
?,4.6,CCOc1ccc(C(C)=O)cc1CN(C)CC(=O)Nc1ccccc1Cl
-34.5%,-5.0,CC(C)C(=O)Nc1ccc(Cl)cn1
-12.4%,7.6,CSCCC(c1nc2ccccc2[nH]1)n1c(=O)c(-c2cccnc2)nc2ccccc21 (configuration not stated)
21.3%,-5.1,CC(=O)N1CCC(C(=O)Nc2cc(F)ccc2F)CC1
-2.7%,5.0,CCCCNC(=O)C1(C)CCCCN1C(=O)c1ccc2c(c1)C(C)(C)CCC2(C)C (configuration not stated)
?,11.2,N#Cc1ccc(COC(=O)c2ccc(N3CCOCC3)nc2)c(F)c1
4.4%,6.1,O=C(N/N=C1/CC2C=CCC12)c1ccc(Cl)cc1 (configuration not stated)
3.9%,-8.3,CCOC(=O)C1(C)CCCN(C(=O)c2cccc(C(F)(F)F)c2)C1 (configuration not stated)
8.3%,8.8,COc1ccccc1-c1c(C)nn2c(SCC(=O)NCc3ccccc3)cc(C)nc12
2.3%,3.1,COc1ccc(CNC(=O)CC(C)CC(=O)O)cc1 (configuration not stated)
29.4%,-1.4,Cc1c(C(=O)c2cccs2)oc2ccccc12
?,-10.3,O=C(Nc1nc(-c2ccc(Br)s2)cs1)C1CCC1
8.5%,-2.9,NC(=O)c1cccc(C(=O)N2CCCC(c3nc4ccccc4o3)C2)c1 (configuration not stated)
-61.4%,-1.4,Cc1ccc(C(=O)NCCc2c[nH]c3ccc(Cl)cc23)cc1
?,1.1,O=C(O)c1cc(-c2cccc(F)c2)no1
